Compound activity from PubChem.
sdo1 growth = sdo1-depleted yeast growth rescue. S. cerevisiae sdo1-depleted JHY4D growth rescue, OD600 30 h; stronger effect = higher value; pdr5 snq2 efflux-pump mutant strain. z-score at 10 µM. 140,000 compounds, 0.21% hits;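 active means z-score above 3 at both the 24 hr and the 30 hr optical density reads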;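 further: z-score against mean and SD of all compound wells on the same plate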
Insulin prom inh = TRM-6 insulin promoter activity inhibition | inhibition, % at 2 µM | 130,000 compounds, 0.9% hits | TRM-6 cells (human fetal islet line), insulin promoter-eGFP reporter, imaging; reporter expression induced with tamoxifen;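 active means inhibition above the mean plus 3 SD, with well images judged a real hit on visual review, cut at about 60% in these data, passing the limit was not always enough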
sdo1 growth Rescue 24 h = second read-out of sdo1 growth, no call of its own (marks repeat the call); z-score; S. cerevisiae sdo1-depleted JHY4D growth rescue, OD600; measured here: growth rescue at 24 h;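 0 is the plate mean of compound wells and units are plate SD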
An asterisk follows results filed as active; . = not tested or not shown.

Insulin prom inh	structure	sdo1 growth	sdo1 growth Rescue 24 h
0.0	COC(=O)c1ccc(COC(=O)c2[nH]c(C)c(C(C)=O)c2C)o1	-0.27	-1.5
.	CCOc1ccc2oc(C(=O)OCC(=O)NC(=O)NC3CCCC3)c(C)c2c1	0.45	0.35
.	Cn1c(=O)c2sccc2n2c(CCCC(=O)NCc3ccc4c(c3)OCO4)nnc12	0.36	-0.2
42.9	Cc1cccc(-n2c(SCC(=O)O)nc3sc4c(c3c2=O)CCCC4)c1	.	.
-3.3	COC(=O)/C(=C/c1ccco1)NC(=O)c1ccccc1	1.21	0.91
17.1	COc1ccc(CNC(=O)C2CC(c3ccccc3[N+](=O)[O-])=NO2)cc1 (stereo not given)	0.14	-0.48
35.7	Cc1ccc(Cn2c(CN3CCOCC3)nc3c2c(=O)[nH]c(=O)n3C)cc1	0.23	-0.28
7.1	CCOC(=O)C(=O)Nc1nc(-c2ccccc2)c(CC)s1	0	-0.4
-31.2	CCOC(=O)c1nnc(-c2ccccc2)nc1Oc1ccccc1Cl	-0.71	-0.09
16.7	Cc1nnc2sc(SCc3cccc(Cl)c3)nn2c1=O	.	.
.	Cc1ccc(C)c(NC(=O)c2cc3ccccn3n2)c1	0.09	-0.4
-13.3	Cc1ccc(NC(C(N)=O)c2c(C)[nH]c(=O)[nH]c2=O)cc1 (stereo not given)	0.06	-0.73
14.3	COC(=O)[C@H](Cc1ccccc1)NC(=O)O[C@@H]1C(=O)c2cc(Br)ccc2O[C@H]1c1cccc(OC)c1	-0.69	-0.41
.	COc1ccc(-c2nc3c4c(ncn3n2)-c2ccccc2CC42CCCC2)cc1	-0.92	0.22
2.9	COc1ccc(C(=O)NC(=S)NCc2ccccc2)cc1	-0.49	-0.18
28.6	COc1ccc(O)c(C(=O)c2cnc3onc(C(C)C)c3c2)c1	-0.8	-0.53
.	CCCCCCOC(=O)C(C#N)c1nc2ccccc2nc1N1CCOCC1 (stereo not given)	-1.16	-0.08
-7.9	CC1CCN(C(=O)CC2C(=O)Nc3c2c(=O)n(C)c(=O)n3Cc2ccccc2)CC1 (stereo not given)	1.27	1.09
.	CN(CC(=O)Nc1ccc(Cl)cc1)S(=O)(=O)c1cccc2cccnc12	-0.1	0.07
-4.5	C=CCn1c(N)c(C(=O)N2CCOCC2)sc1=S	3.99	1.28
-23.8	COc1ccccc1CCc1nnc(CCC(=O)N(C)Cc2ccncc2C)o1	.	.
30.0	COc1ccc(CCn2c(C)cc(C(=O)CCl)c2C)cc1OC	.	.
.	Cc1ccc(S(=O)(=O)N2CCCCC2)cc1NC(=O)Cc1c[nH]c2ccccc12	1.61	1.46
.	COc1ccc2cc(C(c3nnnn3C3CCCC3)N3CCc4ccccc4C3)c(=O)[nH]c2c1 (stereo not given)	-1.12	-1.11

An excerpt taken from the entries so far, as a working copy:
Insulin prom inh	structure	sdo1 growth	sdo1 growth Rescue 24 h
28.6	COc1ccc(O)c(C(=O)c2cnc3onc(C(C)C)c3c2)c1	-0.8	-0.53
.	CCCCCCOC(=O)C(C#N)c1nc2ccccc2nc1N1CCOCC1 (stereo not given)	-1.16	-0.08
-7.9	CC1CCN(C(=O)CC2C(=O)Nc3c2c(=O)n(C)c(=O)n3Cc2ccccc2)CC1 (stereo not given)	1.27	1.09

Further results follow.
Insulin prom inh	structure	sdo1 growth	sdo1 growth Rescue 24 h
.	COC(=O)c1ccc(C2C(C(=O)Nc3ccc(C)cc3C)=C(C)Nc3ncnn32)cc1 (stereo not given)	0.82	0.41
.	COc1ccc(OC)c(NC(=O)Cn2c(=O)oc3ccccc32)c1	-0.52	-0.12
.	COc1c(Br)cc(Br)cc1C(=O)O	-0.41	0.22
-18.9	C/C(=C\C(=O)O)CC(=O)O	3.08	0.8
.	COCCNC(=O)C(c1ccc(F)cc1)N(CCOC)C(=O)CCC(=O)Nc1nccs1 (stereo not given)	0.79	0.32
-51.7	CN(c1ccccc1C(=O)NC1CC2CCC1C2)S(=O)(=O)c1ccccc1 (stereo not given)	-0.32	-0.64
41.5	Cn1c(CN2CCN(C(=O)c3ccccc3Cl)CC2)nc2cc([N+](=O)[O-])ccc21	0.21	-0.03
43.5	Cc1cccc(OC(C)c2ccnc3nc(/N=C/N(C)C)nn23)c1 (stereo not given)	0.04	-0.4
-20.0	O=C(c1cc([N+](=O)[O-])ccc1N1CCN(S(=O)(=O)c2ccc(Cl)c(Cl)c2)CC1)N1CCOCC1	-0.77	-0.89
-9.7	CC1CCN(Cc2c(C#N)c3ccccc3n2C)CC1	0.47	0.44
.	COc1ccc(OCC(O)CNC(=O)Nc2ccc(Cl)cc2)cc1 (stereo not given)	0.9	0.68
27.3	CCOc1cc(/C=N/NC(=O)CCc2n[nH]c(=O)[nH]c2=O)ccc1O	.	.

Quoted at random: 4 compounds from above.
Insulin prom inh	structure	sdo1 growth	sdo1 growth Rescue 24 h
.	CCOc1ccc2oc(C(=O)OCC(=O)NC(=O)NC3CCCC3)c(C)c2c1	0.45	0.35
-18.9	C/C(=C\C(=O)O)CC(=O)O	3.08	0.8
.	Cc1ccc(S(=O)(=O)N2CCCCC2)cc1NC(=O)Cc1c[nH]c2ccccc12	1.61	1.46
-3.3	COC(=O)/C(=C/c1ccco1)NC(=O)c1ccccc1	1.21	0.91

Continued.
Insulin prom inh	structure	sdo1 growth	sdo1 growth Rescue 24 h
.	Cc1ccc(Cl)c(NC(=S)N(CCCN2CCOCC2)Cc2ccco2)c1	-0.45	0.02
21.4	COc1ccc(C2C(C#N)=C(N)Oc3c2c(-c2ccccc2)nn3-c2ccccc2)c(OC)c1OC (stereo not given)	-0.01	0.14
.	CN(C)c1ccc(C(CNC(=O)c2ccccc2F)c2c[nH]c3ccccc23)cc1 (stereo not given)	-1.47	-1.77
-21.4	COc1ccc(-c2csc(NC(=O)c3ccc(OCC(=O)N4CCOCC4)c(OC)c3)n2)cc1	0.14	0.14
-25.0	CCC(=O)Nc1cccc(NC(=S)NC(=O)c2ccccc2)c1	0.31	-0.18
.	O=C(OCC1CC(c2ccccc2)=NO1)c1ccc(Cl)cc1 (stereo not given)	-0.02	0.08
.	CCOC(=O)N1CCC(N2C(=O)c3ccc(C(=O)O)cc3C2=O)CC1	1.25	0.63
.	O=C(O)c1n[nH]c2c1CCCCC2	0.59	-0.21
27.3	COc1ccc(N2CCN(Cc3cc(=O)oc4cc5c(cc34)CCCC5)CC2)cc1	-0.29	-0.04
.	C=CCNc1nc(NCc2ccco2)nc(OCC)n1	0	-0.12
-105.0	CCN(CC(=O)Nc1ccccc1-c1ccccc1)Cc1nc2ccccc2c(=O)[nH]1	.	.
-18.8	N#Cc1cc2c([nH]c1=S)CCCC2	2.15	0.72

Reformatted with values under each structure: entries from further up
The line under a structure holds: Insulin prom inh | sdo1 growth | sdo1 growth Rescue 24 h
O=C(OCC1CC(c2ccccc2)=NO1)c1ccc(Cl)cc1 (stereo not given)
    . | -0.02 | 0.08
CCOC(=O)N1CCC(N2C(=O)c3ccc(C(=O)O)cc3C2=O)CC1
    . | 1.25 | 0.63
O=C(O)c1n[nH]c2c1CCCCC2
    . | 0.59 | -0.21
COc1ccc(N2CCN(Cc3cc(=O)oc4cc5c(cc34)CCCC5)CC2)cc1
    27.3 | -0.29 | -0.04
C=CCNc1nc(NCc2ccco2)nc(OCC)n1
    . | 0 | -0.12
CCN(CC(=O)Nc1ccccc1-c1ccccc1)Cc1nc2ccccc2c(=O)[nH]1
    -105.0 | . | .

(cont.)
Insulin prom inh	structure	sdo1 growth	sdo1 growth Rescue 24 h
.	CC(NC(=O)/C(=C/c1ccc(OC(F)F)cc1)c1ccccc1)c1ccccc1 (stereo not given)	-0.13	-0.83
17.6	O=C(O)CCSc1ccc([N+](=O)[O-])cc1[N+](=O)[O-]	.	.
50.0	CCOC(=O)C1CCCN(C(=O)Cc2ccc(OC)c(OC)c2)C1 (stereo not given)	0.31	0.08
-30.0	O=C(c1ccc2c(Cl)c3c(nc2c1)CCCC3)N1CCC(N2CCCCC2)CC1	-0.16	-1.03
-35.4	CC1CC(=O)C2=C(C1)Nc1ccccc1SC2c1ccc(F)cc1 (stereo not given)	0.11	0.13
.	CCOc1ccc(NC(=O)C2(c3ccc(OC)c(OC)c3)CCCC2)cc1	-0.9	-1.64
26.7	O=C(Cc1ccc(-n2c(=O)c3ccccc3n(Cc3ccccc3Cl)c2=O)cc1)NCC1CCCO1 (stereo not given)	.	.
-5.6	O=C(OCn1nnc2ccccc2c1=O)c1cn(-c2ccccc2)nc1-c1cccnc1	-1.26	-1.1
.	COc1cccc(CNC(=O)c2cc3oc4ccccc4c3n2C)c1OC	-0.6	0.15
40.7	CC(C)Oc1ccc(Oc2ccc(C(F)(F)F)cn2)cc1	0.51	0.74
57.9	CCOC(=O)c1c(NC(=O)c2cccs2)sc2c1CC(C)(C)OC2	-1.53	-1.25
.	O=C1NC(=Nc2ccc(Cl)cc2)SC1Cc1cccc(Cl)c1Cl (stereo not given)	-1.57	-1.03
.	Cc1ccccc1CS(=O)(=O)Cc1ccc(C(=O)N2CCOCC2)o1	0.6	1.09
.	CC(=O)N1CCc2cc(C(=O)CN3CCN(c4cccc(Cl)c4)CC3)ccc21	0.85	1.04
-42.1	O=C(COC(=O)c1ccccc1OCc1ccccc1Cl)NC1CC1	-0.83	-0.61
16.7	CCCCNC(=S)NNC(=O)c1cc(C)on1	0.29	0.64
34.5	OCCN(CCO)CC(O)COCCC12CC3CC(CC(C3)C1)C2 (stereo not given)	-0.46	0
-114.3	COC(=O)/C(C#N)=C1/SC=C(C)N1c1ccccc1	0.29	0.14
-13.3	CCOC(=O)N1CCN(Cc2nc(-c3cccc(C)c3)no2)CC1	0.02	-0.46
3.9	O=C(COC(=O)c1cccc(Br)c1)NCCc1ccc(F)cc1	-0.99	-0.68
-20.7	CCOC(=O)CSc1cc(CS(=O)(=O)c2ccccc2)nc(-c2ccccc2)n1	-0.36	0.02
-23.1	Cc1ccc(/C=C2/SC(=S)N(CC(=O)Nc3ncc(Cc4ccc(C)cc4)s3)C2=O)cc1	-0.16	0.28
-9.9	Cc1ccc(S(=O)(=O)N2CCCC2C(=O)O)s1 (stereo not given)	0.49	0.07
.	Cc1c(Br)c([N+](=O)[O-])nn1C(C)C(=O)NCc1ccco1 (stereo not given)	1.75	1.86
-28.1	CC(C)CCOc1ccc(C(=O)CCNC(C)C(=O)O)cc1 (stereo not given)	-0.79	-1.44
0.0	COc1ccc(/C=C/C(=O)Nc2ccc(C34CC5CC(CC(O)(C5)C3)C4)cc2)cc1OC	0.29	0.78
.	CCOc1ccc(C(C)=O)cc1Cn1nc(C(=O)O)c2ccccc2c1=O	-0.22	-0.23
-5.0	Cc1cc(C)n(-c2ccc(C(=O)N3CC(C)OC(C)C3)cc2)n1 (stereo not given)	.	.
8.7	O=S(=O)(c1ccc2ccccc2c1)N(CC(O)CN1CCOCC1)c1ccccc1 (stereo not given)	-1.04	0.67
18.8	CC(C)Cc1cc(CN2CCC(CO)(Cc3cccc(C(F)(F)F)c3)CC2)[nH]n1	.	.
.	O=C(Nc1ccc2c(c1)CCC2)C1COc2ccccc2O1 (stereo not given)	-1.16	-1.05
25.0	CCC(C)NC(=O)c1c(-c2cc(Cl)c(OC)c(Cl)c2)noc1C (stereo not given)	0.41	0.18
-56.2	Cc1ccc(-c2[nH]nc3c2C(c2ccc(OC(=O)N4CCOCC4)cc2)C(C#N)=C(N)O3)cc1 (stereo not given)	-0.28	-0.67
-12.8	O=C(Nc1cccnc1)c1ccc(COc2cc(Cl)ccc2Cl)o1	-1.86	-1.53
.	Cc1ccccc1NC(=O)Cc1nc(-c2ccc3ccccc3c2)cs1	0.46	0.48
.	O=C(C[n+]1ccc(C(=O)N/N=C/c2ccc(Br)cc2)cc1)c1ccccc1	0.29	0.51
-66.7	COc1ccc(N2CC(O)(c3ccc(C)cc3)[N+]3=C2CCCC3)cc1 (stereo not given)	.	.
44.4	O=C(O)c1cc2nc(-c3cccs3)cc(C(F)(F)F)n2n1	.	.
6.1	COc1ccc(C(=O)NC2CCN(S(=O)(=O)Cc3ccccc3)CC2)c(OC)c1	-0.84	-1.2
.	O=C(CSc1nc2ccccc2nc1SCC(=O)N1CCCCC1)N1CCCCC1	-0.46	-0.12
-2.7	COc1nc(-c2ccccc2)ccc1-c1noc(-c2ccco2)n1	0.64	2.15
.	Cc1ccc(NC(=O)CSCc2ccc(F)cc2)cc1	-0.94	-1.21
-3.7	CCOC(=O)c1c(NC(=O)CN2CCCCC2)sc(CN(C)C)c1-c1ccccc1	.	.
15.0	COc1ccccc1C(=O)Nc1ccc(-c2nnn(CC(=O)N3CCOCC3)n2)cc1	.	.
3.2	Cc1ccc(CNC(=O)CN2CCN(Cc3ccc(C)cc3)C2=O)cc1	-0.09	-0.62
-22.7	CCCCCCNc1c([N+](=O)[O-])cc(C)cc1[N+](=O)[O-]	.	.
-21.9	O=C(Nc1nc2ccccc2n1CCN1CCCC1)c1ccc(Cl)cc1	0.66	0.44
-40.7	CCOC(=O)C1CCN(c2nc3ccccc3n2CC(=O)c2ccccc2)CC1	.	.
.	COc1ccc2[nH]c(=O)c(CN(CCc3ccccc3)Cc3nnnn3CC3CCCO3)cc2c1 (stereo not given)	-1.11	-1.59
.	COc1ccc(C(=O)c2sc(Nc3cccc(OC)c3)c(C(=O)Nc3cccc(C)c3C)c2N)cc1	-1.01	-0.03
-66.7	CCC(=O)NNc1ncnc2c1cnn2-c1ccccc1	.	.
10.0	CCOC(=O)N1CCN(C(=O)C2CCN(S(C)(=O)=O)CC2)CC1	0.17	0.12
46.7	CC(C)OCCCNC(=S)Nc1ccc2nc3n(c(=O)c2c1)CCCCC3	.	.
-7.1	C=CCc1cccc(C=Nc2cc(Br)ccc2O)c1O	-0.69	-1.97
